Source: PubChem (several laboratories)
eLon inh: inhibits E. coli Lon protease; purified E. coli Lon protease, fluorescence polarization; inhibition, % at 7.94 µM; 360,000 tested, 0.42% active; AID 602123; in the data active = inhibition above about 13%, passing the limit was not always enough;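 note: 0% = enzyme with probe and DMSO and 100% = no enzyme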
TbMetRS inhib: Trypanosoma brucei MetRS inhibition. purified T. brucei MetRS, ATP depletion, Kinase-Glo luminescence. inhibition, % at 11.9 µM. 360,000 tested, 0.4% active. AID 624268;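 active = inhibition above a per-plate cutoff of the control wells' mean inhibition plus 3 SD, cut at about 5.5% in these data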;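 note: 0% = DMSO wells median and 100% = median of wells with control inhibitor compound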
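Assay system: T. brucei methionyl-tRNA synthetase, purified | Medium: HEPES buffer with MgCl2, KCl, DTT, spermine, BSA, pyrophosphatase | Compound: 11.9 µM single point | Incubation: 15 min enzyme-compound preincubation, 2 h reaction, 10 min detection, 25 °C | Measured by: Kinase-Glo luciferase luminescence reporting remaining unconsumed ATP | Measure: % inhibition normalized to control-well medians | Replication: Singlicate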
STEP inh: blocks human striatal-enriched tyrosine phosphatase. 360,000 tested, 0.25% active. P54829. recombinant STEP, OMFP fluorogenic substrate, fluorescence. inhibition, % at 20 µM;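 active = inhibition at 20 µM, scaled per plate between control wells, above about 37%, limit read from the data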;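 note: 0% = DMSO with enzyme and substrate and 100% = substrate only without enzyme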
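Assay system: isolated STEP enzyme / Timing: 20 min at room temperature, dark / Doses: 20 µM, 1% DMSO / Technique: fluorescence intensity, excitation 480 nm, emission 540 nm / Reagent: fluorogenic phosphatase substrate OMFP at 25 µM final / Measure: percent inhibition scaled to no-enzyme and uninhibited-enzyme controls, plate-pattern corrected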
MsrA inhibitor: inhibits bovine methionine sulfoxide reductase A. AID 651718. purified bovine MsrA, absorbance read-out. inhibition, % at 15.5 µM. 360,000 tested, 0.75% active; in the data active = inhibition above about 4.5%;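 note: 0% = vehicle wells with enzyme and 100% = reference inhibitor wells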
MsrA act: activates bovine MsrA enzyme; purified bovine MsrA, absorbance read-out; activation, % at 10.6 µM; 360,000 tested, 0.3% active; in the data active = activation above about 7.5%;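 note: 0% = vehicle and 100% = reference activator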
SUMO1 PPI mod: modulators of human SUMO1-mediated protein-protein interactions | P63165 | SUMO1 binding to a labelled peptide, TR-FRET, 1 h | inhibition, % at 20 µM | 360,000 tested, 0.33% active | AID 602429; in the data active = inhibition above about 37%
Scp1 inh: Scp-1 (human) phosphatase inhibition; Recombinant Scp1, phosphopeptide, malachite green phosphate absorbance; inhibition, % at 20 µM; 340,000 tested, 0.88% active;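 active = inhibition above about 50% at 20 µM, limit read from the data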;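 note: plate controls were DMSO wells with enzyme for no effect and wells lacking enzyme for full effect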
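Material: truncated SCP-1 phosphatase (76-261aa) / Buffer or medium: 50 mM Tris acetate pH 5.5, 0.005% Tween-20, 10 mM MgCl2 / Compound dosing: one concentration, 20 µM, with 1.0% DMSO / Incubation: 45 min room-temperature reaction, 5 min colour, 30 min stabiliser / Detection: colorimetric free-phosphate detection, absorbance 630 nm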
LMPTP inh: LMPTP (human) inhibition | recombinant LMPTP-A, OMFP fluorogenic substrate, fluorescence intensity | inhibition, % at 20 µM | 360,000 tested, 0.22% active | AID 651560;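 active = compounds that cut the enzyme signal by at least half of the control window in the single-dose screen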;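 note: plate controls were DMSO wells with enzyme plus substrate for no effect and substrate without enzyme for full effect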
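test system = LMPTP-A | amount = 0.625 nM LMPTP-A final | reagent = fluorogenic phosphatase substrate OMFP at 400 µM final | incubation = 50 min at room temperature | benchmarks = no-enzyme low control, uninhibited high control | medium = Bis-Tris pH 6.0, DTT, detergent | signal = fluorescence intensity of OMFP turnover product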
DNMT1 block: DNMT1 (human) enzyme inhibition; inhibition (reported as % activation of signal), % at 10 µM; DNMT1 molecular beacon, Hinp1I cleavage, fluorescence; AID 588458; 360,000 tested, 0.83% active; in the data active = inhibition above about 50%
Target sequence (P26358 504-1616 limits assumed): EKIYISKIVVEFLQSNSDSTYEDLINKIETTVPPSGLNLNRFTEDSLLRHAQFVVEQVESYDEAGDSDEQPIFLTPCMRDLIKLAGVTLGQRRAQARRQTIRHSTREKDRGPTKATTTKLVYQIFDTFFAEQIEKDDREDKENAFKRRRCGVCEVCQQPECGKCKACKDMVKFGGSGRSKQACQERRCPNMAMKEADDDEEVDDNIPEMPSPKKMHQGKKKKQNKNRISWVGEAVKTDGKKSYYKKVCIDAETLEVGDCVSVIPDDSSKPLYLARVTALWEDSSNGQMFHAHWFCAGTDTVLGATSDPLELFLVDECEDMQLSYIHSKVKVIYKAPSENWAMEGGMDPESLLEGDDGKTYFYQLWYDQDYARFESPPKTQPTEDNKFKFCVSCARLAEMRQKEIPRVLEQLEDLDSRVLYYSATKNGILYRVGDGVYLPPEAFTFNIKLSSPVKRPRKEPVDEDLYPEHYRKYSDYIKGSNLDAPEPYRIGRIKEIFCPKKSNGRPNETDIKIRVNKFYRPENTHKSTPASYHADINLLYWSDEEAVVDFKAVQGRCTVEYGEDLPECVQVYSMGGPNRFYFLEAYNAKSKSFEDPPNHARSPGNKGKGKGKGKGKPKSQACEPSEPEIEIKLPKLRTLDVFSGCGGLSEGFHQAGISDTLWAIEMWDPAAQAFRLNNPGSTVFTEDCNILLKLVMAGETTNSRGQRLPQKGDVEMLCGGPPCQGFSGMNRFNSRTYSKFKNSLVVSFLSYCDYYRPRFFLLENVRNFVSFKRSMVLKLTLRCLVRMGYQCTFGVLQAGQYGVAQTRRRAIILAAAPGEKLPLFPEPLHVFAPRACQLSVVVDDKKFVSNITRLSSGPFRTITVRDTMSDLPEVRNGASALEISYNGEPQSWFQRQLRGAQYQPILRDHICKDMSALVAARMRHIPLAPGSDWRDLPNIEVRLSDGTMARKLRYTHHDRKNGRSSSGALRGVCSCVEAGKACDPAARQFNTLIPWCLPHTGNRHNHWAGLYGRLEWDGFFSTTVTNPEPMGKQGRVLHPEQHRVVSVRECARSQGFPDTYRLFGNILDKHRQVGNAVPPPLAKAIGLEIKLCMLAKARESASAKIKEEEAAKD
NRP1-CendR mod: alters CendR peptide binding to human NRP-1. FAM-RPARPAR peptide binding to NRP-1, fluorescence polarization. inhibition, % at 25 µM. 360,000 tested, 0.85% active. AID 602438;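 active = inhibition or corrected inhibition above about 18%, plus a signal ratio from 0.5 to 1.5, limit read from the data, passing the limit was not always enough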; note: strong numbers were not always called active
* hit, by the source's call; · = not tested or not shown.

SMILES | eLon inh | TbMetRS inhib | STEP inh | MsrA inhibitor | MsrA act | SUMO1 PPI mod | Scp1 inh | LMPTP inh | DNMT1 block | NRP1-CendR mod
CCCC(=O)Nc1cc(C(=O)O)ccc1S(=O)(=O)c1ccc(C)cc1 | -3.5 | 0.6 | -0.9 | -0.4 | -1.8 | 2.6 | 9.0 | -1.1 | 6.1 | -15.6
CC1=C(C(=O)Nc2ccc(C)cc2C)C(c2ccc(C)o2)NC(=O)N1 (centres undefined) | -2.4 | -0.2 | -1.0 | 0.7 | -6.0 | 3.8 | -0.3 | -3.2 | -2.0 | -18.7
CC(C)CN(CCNC(=O)CC1Oc2ccccc2NC1=O)CC(C)C (centres undefined) | -3.0 | 0.4 | 3.6 | -1.1 | -1.7 | 4.9 | -12.2 | -1.1 | 0.4 | 4.1
Cc1ccc(C2=C(O)c3ccccc3C(=O)C2=O)cc1 | -2.9 | -0.3 | 2.1 | -0.1 | -1.6 | -41.2 | -14.6 | 1.4 | -4.6 | 7.4
C#CCN(C[C@H]1[C@H](OC(=O)NCc2ccccc2F)[C@H](OC(=O)NCc2ccccc2F)C[C@@H](C(=O)OC)[C@H]1C(=O)OC)S(=O)(=O)c1ccc(C)cc1 | -2.3 | -0.1 | 4.1 | 3.4 | -5.0 | -1.1 | · | 4.5 | -7.6 | 7.1
CC1=NC(C)(C)Cc2cc(C)c(C)cc21 | 1.6 | -0.3 | -1.2 | -1.2 | -3.3 | 0.3 | -8.3 | -2.1 | 1.7 | 1.2
Cc1ccc(-c2nnc(N(C)C(=O)c3cccnc3)s2)cn1 | -0.6 | -1.4 | 1.0 | 1.2 | -14.9 | 0.6 | -4.2 | -1.4 | 0.3 | 3.6
Cc1ccc(-c2nn[nH]n2)o1 | 2.1 | 1.3 | 2.0 | -0.5 | 0.4 | 2.0 | -7.3 | -2.3 | 2.4 | -4.9
Cc1ccccc1CN1CCN(CC(=O)NCc2ccccc2)C1=O | 0.8 | -0.4 | -2.6 | 0.1 | 5.9 | 4.5 | -1.1 | -0.5 | 2.1 | -1.7
O=C(COc1ccc(Cl)cc1)NNC(=O)c1ccc2c(=O)n3c(nc2c1)CCC3 | -2.1 | -0.3 | 0.9 | 0.9 | -2.2 | 6.6 | -4.9 | -0.9 | 1.4 | -4.5
O=C(Nc1ccc(N2CCOCC2)c(Cl)c1)c1ccc(Cl)cc1 | -4.0 | -0.1 | 0.2 | -0.3 | -1.1 | 1.9 | 1.8 | 0.0 | -0.4 | 3.9
CCOC(=O)C1CCCN(C(=O)c2ccc(F)c(Cl)c2)CC1 (centres undefined) | -4.8 | -0.4 | -2.4 | -0.9 | -3.9 | -2.0 | · | -0.9 | 1.6 | 11.6

Part of the list above, with values under each structure:
Order of values – eLon inh, TbMetRS inhib, STEP inh, MsrA inhibitor, MsrA act, SUMO1 PPI mod, Scp1 inh, LMPTP inh, DNMT1 block, NRP1-CendR mod
- CCCC(=O)Nc1cc(C(=O)O)ccc1S(=O)(=O)c1ccc(C)cc1
    -3.5, 0.6, -0.9, -0.4, -1.8, 2.6, 9.0, -1.1, 6.1, -15.6
- CC1=C(C(=O)Nc2ccc(C)cc2C)C(c2ccc(C)o2)NC(=O)N1 (centres undefined)
    -2.4, -0.2, -1.0, 0.7, -6.0, 3.8, -0.3, -3.2, -2.0, -18.7

New compounds follow
SMILES | eLon inh | TbMetRS inhib | STEP inh | MsrA inhibitor | MsrA act | SUMO1 PPI mod | Scp1 inh | LMPTP inh | DNMT1 block | NRP1-CendR mod
CC1O[C@@H](OC2C(O)C(O)C(CO)O[C@H]2OC2C[C@]3(C)C(CC(O)C4[C@@H]([C@]5(C)CC[C@@H](C(C)(C)O)O5)CC[C@]43C)[C@@]3(C)CCC(O)C(C)(C)C23)C(O)C(O)C1O (some centres undefined) | -5.0 | -0.2 | -2.6 | 2.4 | -0.7 | 3.3 | -5.9 | -0.9 | 2.9 | -1.8
Cc1[nH]n(-c2ccccc2)c(=O)c1C(c1ccc(O)c([N+](=O)[O-])c1)c1c(C)[nH]n(-c2ccccc2)c1=O | -14.8 | 12.9* | -6.6 | 0.5 | -3.7 | 5.9 | -2.2 | -6.4 | -11.2 | 12.3
Cc1cc(C)c(C(=O)C(C)OC(=O)C2=COCCO2)cc1C (centres undefined) | -6.7 | -0.2 | 4.1 | 0.8 | -0.2 | -1.4 | -2.4 | 0.2 | 1.2 | -1.7
c1ccc(Cn2ncc3c(N4CCN(c5ccccc5)CC4)ncnc32)cc1 | -1.8 | 0.6 | 3.4 | 1.2 | -1.1 | 1.7 | · | 0.9 | -1.3 | 10.5
COc1ccc2[nH]c3c(=O)n(CCCCCC(=O)NCCC(C)C)c(=S)[nH]c3c2c1 | -6.9 | -0.5 | -4.8 | -0.7 | -3.0 | 2.4 | -1.3 | -1.3 | 31.0 | 12.1
CC(C)NC(=O)COC(=O)c1cncc(Br)c1 | 8.9 | -0.5 | -2.4 | 0.7 | 0.3 | 0.7 | -5.3 | -0.1 | 0.5 | 12.9
O=C1NC(c2ccccc2)Oc2ccccc21 (centres undefined) | -7.3 | -0.8 | -2.1 | 0.2 | -3.7 | 0.8 | -5.2 | 0.2 | 3.2 | 6.3
O=C(NCC1CCCO1)C(=O)NCC(c1ccco1)N1CCN(c2ccccc2)CC1 (centres undefined) | 0.1 | 0.2 | -5.0 | -0.4 | -2.8 | 0.9 | -4.9 | -2.3 | -1.1 | 2.2
CCCc1ccc(S(=O)(=O)N2CCN(C(=O)CN3C(=O)NC(C)(C4CC4)C3=O)CC2)cc1 (centres undefined) | -1.0 | -0.3 | -1.3 | 1.7 | -0.1 | -1.0 | · | 0.0 | -0.6 | -9.4
CC(C)(C)NC(=O)C1c2ccccc2OCC(=O)N1CCc1ccccc1 (centres undefined) | 1.6 | 0.0 | · | 0.1 | -1.2 | 0.7 | · | -1.0 | · | -0.9
Cc1ccc(NC(=O)Cc2nnc(SCC(=O)Nc3nncs3)n2C)c(C)c1 | -6.9 | -0.4 | 2.4 | 0.1 | -7.7 | 1.3 | 4.0 | -1.2 | 0.5 | -5.9
O=C(CN1C(=O)CSc2ccc(S(=O)(=O)N3CCCCC3)cc21)NCc1ccccc1Cl | -4.7 | 0.6 | 1.8 | 1.9 | -1.9 | -0.7 | -0.9 | 1.6 | -3.8 | 8.1
CCN(CC(=O)Nc1ccc(NC(C)=O)cc1)C(=O)CSC(=S)N1CCCC1 | -5.8 | 0.4 | 2.1 | -0.9 | -1.0 | 4.5 | -4.3 | -1.3 | 4.4 | -5.8
CCOC(=O)CNc1nnc(SCC(=O)OCC)[nH]c1=O | 2.0 | -1.1 | 0.7 | -0.1 | -1.8 | -2.6 | -5.9 | 0.2 | 2.4 | 5.4
CC(C(=O)NCC1CCCCC1)N1CCN(S(=O)(=O)c2ccccc2F)CC1 (centres undefined) | 1.2 | -0.4 | -1.9 | 0.7 | -1.0 | -2.2 | -7.1 | -2.0 | -4.2 | 12.2
Cc1cc(C)c2cc(C)c(SCC(=O)NCc3ccco3)nc2c1 | -7.0 | -0.3 | -0.9 | 1.4 | -10.6 | -1.8 | 10.4 | 1.1 | 1.9 | 7.7
COC(=O)c1c(C(=O)OC)c(-c2ccc(Cl)c(Cl)c2)n2c1CCC2 | 1.3 | -0.5 | 2.1 | · | -0.9 | -1.8 | -6.1 | 3.3 | -0.7 | 22.6*
C=CCn1nnnc1SCC(=O)Nc1cccc(OC)c1 | -14.7 | 0.1 | -4.8 | 0.0 | -0.1 | -0.8 | -6.4 | -1.6 | 2.1 | -2.5
COc1ccccc1OCCNC(=O)Nc1ccc(Br)cc1 | 3.9 | 1.3 | 0.0 | 0.0 | -1.1 | 3.2 | -2.9 | -1.1 | -4.4 | -3.7
COc1ccc(S(=O)(=O)N2CCC(C(=O)OCC(=O)c3ccccc3)CC2)cc1[N+](=O)[O-] | 9.0 | -0.4 | 0.0 | 0.8 | -4.7 | 0.8 | -3.7 | 0.8 | 6.9 | 1.2
COc1ccc(NC(=O)CN2CCN(c3ccccn3)CC2)cc1Cl | 7.7 | -0.7 | -3.3 | -0.5 | 1.6 | 4.4 | -10.0 | 0.2 | -2.8 | -10.3
O=C(Cn1nc(C(=O)O)c2ccccc2c1=O)Nc1ccc(F)cc1 | -0.1 | 0.3 | -1.9 | -1.1 | -0.9 | -2.8 | -10.1 | -1.7 | 0.0 | -3.1
CC1(C(=O)N/N=C/c2ccc3c(c2)OCO3)CC1(Br)Br (centres undefined) | -4.2 | -0.3 | -1.1 | 1.7 | 0.2 | -13.4 | -5.0 | 0.8 | -0.9 | 5.1
N=c1ccn(CC(=O)c2ccc(-c3ccccc3)cc2)cc1 | 0.4 | -0.2 | -5.0 | -0.5 | -2.7 | -5.7 | 1.9 | 6.4 | 1.4 | 3.4
O=C(O)C1CCN(Cc2cnn(-c3ccccc3)c2-n2cccc2)CC1 | 3.3 | -0.5 | -0.8 | -0.2 | -6.1 | 2.9 | -8.4 | -0.8 | -1.9 | -18.4
NC1=NC2(CCCC2)n2c(nc3ccccc32)N1 | 3.1 | -0.6 | 1.4 | -0.4 | -3.4 | 2.2 | -6.7 | 10.3 | -4.8 | 2.1
Cc1ccccc1N1CC(c2nc3ccccc3[nH]2)CC1=O (centres undefined) | 4.1 | 4.7 | 0.1 | -1.6 | -3.4 | 1.0 | -10.7 | -0.2 | -1.9 | 11.8
COC1=C(OC)C(=O)C(CCCCCCCCCCO)=C(C)C1=O | 2.5 | -1.5 | -4.3 | 0.2 | -2.5 | 6.6 | · | 0.3 | -16.2 | -13.4
CN(C)c1nc(N)nc(N(c2ccccc2)c2ccccc2)n1 | -11.6 | -0.6 | 1.3 | -0.8 | -5.5 | 5.5 | 3.5 | 0.5 | -1.2 | 9.4
Cc1ccc(NC(=O)NCCN2C(=O)C3C4C=CC(C4)C3C2=O)cc1 (centres undefined) | 0.1 | 2.5 | 0.6 | -0.7 | -6.6 | 6.5 | -1.2 | -1.1 | -0.2 | 5.8
CC(=O)OC(C(=O)Nc1nccs1)c1ccccc1 (centres undefined) | -5.7 | -0.1 | 1.1 | 1.1 | -1.4 | 4.9 | 0.3 | 0.2 | -0.3 | 4.7
Cc1cc(SCc2c(F)cccc2Cl)nc(=O)[nH]1 | -10.5 | -0.2 | 1.8 | -0.7 | -5.1 | 1.3 | -5.1 | 1.2 | -0.9 | 0.6
NC(=O)c1ccc(SCC(=O)OCC(=O)NCc2ccco2)c([N+](=O)[O-])c1 | -7.7 | -0.2 | -4.8 | 1.0 | -3.6 | -17.8 | -9.6 | -0.2 | -1.4 | -8.8
COc1ccccc1-c1noc2c1C(=O)N(Cc1cn(-c3ccccc3OC)nn1)CC2 | 12.8 | -0.5 | · | -1.9 | -2.2 | 6.9 | · | -1.6 | · | -3.3
CC(C)C(=O)NNC(=O)CSc1nnc(-c2ccccc2)c(-c2ccccc2)n1 | -1.8 | -0.2 | -1.5 | 0.8 | 2.3 | -19.3 | -3.5 | 0.6 | -1.4 | -1.6
